Assay outcomes as filed in PubChem BioAssay.
NTR1 agonist: NTR1-driven beta-arrestin-GFP spot formation – imaging, U2OS cells, high content, primary screen (AID 493036) | activation, % at 20 µM | agonist mode | actives 0.17% (n = 330,000) | P30989;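 active = activation at or above 40% of the spot to cytoplasm intensity ratio, with at least 20 cells analyzed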;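 also: 0% = DMSO without peptide and 100% = 100 nM NTR1 peptide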
Target sequence (P30989 whole entry, looked up): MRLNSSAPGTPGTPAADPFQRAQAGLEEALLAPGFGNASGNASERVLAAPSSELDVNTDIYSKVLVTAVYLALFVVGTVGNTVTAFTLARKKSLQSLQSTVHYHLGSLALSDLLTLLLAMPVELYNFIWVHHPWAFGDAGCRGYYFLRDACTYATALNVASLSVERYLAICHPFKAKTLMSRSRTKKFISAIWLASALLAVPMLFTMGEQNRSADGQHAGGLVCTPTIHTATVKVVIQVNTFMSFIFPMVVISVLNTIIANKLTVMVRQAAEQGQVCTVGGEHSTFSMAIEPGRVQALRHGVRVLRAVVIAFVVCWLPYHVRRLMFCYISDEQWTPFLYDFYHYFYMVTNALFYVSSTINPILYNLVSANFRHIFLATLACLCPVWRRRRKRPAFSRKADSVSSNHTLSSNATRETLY
HEK293 NOD2/NF-kB: inhibition of NOD2-driven NF-kB reporter – cell-based, luminescence, uHTS, HEK293 (AID 1566). inhibition, % at 4 µM, or EC50 in µM where a hit was titrated. actives 0.63% (n = 290,000). HEK293 NOD2/NF-kB luciferase reporter, luminescence; higher % means a stronger effect; also: many of its hits are not listed in these tables
T cell HTS: modulates CD8 T cell binding to vesicles | 2C CD8+ T cell-vesicle binding, flow cytometry; stronger effect = lower value | actives 0.068% (n = 330,000) | AID 2052 | calls only at 7 µM;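 active = response, share of CD8 T cells binding vesicles, and their 90th percentile fluorescence all below set limits, cut at about 80% in these data, passing the limit was not always enough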
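Test system: purified 2C TCR transgenic mouse naive CD8+ T cells. Probe or stimulus: QL9-peptide-loaded Drosophila micro-vesicles bearing Ld, ICAM-1 and B7-1. Incubation: binding step 1.5 h, 37 °C, antibody labelling 20 min, ice. Measured by: flow cytometry of vesicle-bound cells.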
GPR55 antagonists: GPR55 antagonists blocking LPI-driven arrestin recruitment, primary screen, imaging, U2OS, beta-arrestin-GFP, LPI agonist (AID 2013). U2OS GPR55 beta-arrestin-GFP translocation imaging, LPI antagonism; higher % means a stronger effect. one-dose inhibition, % at 10 µM; IC50 in µM for titrated hits. actives 0.13% (n = 290,000);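 active = spots per cell inhibited over 60%, with over 100 cells counted and total cytoplasm intensity under 500,000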;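 also: U2OS cells stably carrying GPR55 and arrestin-GFP stimulated by 5 µM LPI near EC80; imaged beta-arrestin-GFP aggregate spots per cell after agonist stimulation; plate controls were LPI-stimulated DMSO wells for no effect and DMSO wells without LPI for full effect; some results filed as inactive read as strong as hits; confirmed hits need IC50 under 10 µM and bright autofluorescent wells are also inconclusive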
KOR beta-arrestin-1: KOR antagonists, beta-arrestin recruitment, cell-based, luminescence, uHTS (AID 1778); one-dose inhibition, % at 10 µM; IC50 in µM for titrated hits; KOR beta-arrestin recruitment, luminescence, antagonist mode; higher % means a stronger effect; actives 0.091% (n = 290,000); also: strong numbers were not always called active
KOR beta-arrestin-2: kappa opioid receptor activators – cell-based, luminescence, uHTS, primary screen (AID 1777) | KOR beta-arrestin recruitment, luminescence; higher % means a stronger effect | activation, % at 10 µM; hits with a dose series show EC50 in µM | actives 0.02% (n = 280,000); in the data active = activation above about 50%, passing the limit was not always enough; also: a part of the inactive calls stands beside numbers as strong as those of hits
Myeloid diff 2: compounds promoting myeloid differentiation | calls only at 10 µM | actives 1% (n = 360,000) | AID 624256 | ER-HoxA9 myeloid progenitors, lysozyme-GFP differentiation, flow cytometry;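 active = normalized GFP-positive differentiation at or above the plate's own cutoff, the solvent-only control mean plus 3 SD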;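 also: cells exposed to compound for four days before flow analysis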
NOD1 NF-kB reporter: NOD1 signaling inhibitors, primary screen, cell-based, luminescence, uHTS (AID 1578) | NOD1-driven NF-kB luciferase reporter cells, luminescence; higher % means a stronger effect | one-dose inhibition, % at 4 µM; EC50 in µM for titrated hits | actives 1% (n = 290,000); in the data active = inhibition mostly above about 36%, no sharp cut-off; inactive = mostly below about 34%;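 also: HEK-293T reporter cells stimulated with the NOD1 agonist gamma-tri-DAP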
GPR55 activation: GPR55 agonists via beta-arrestin recruitment, primary screen, imaging, U2OS cells, beta-arrestin-GFP redistribution (AID 1961) | U2OS GPR55 beta-arrestin-GFP redistribution imaging; higher % means a stronger effect | activation, % at 10 µM, or EC50 in µM where a hit was titrated | actives 0.048% (n = 290,000);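 active = activation above 40% with more than 50 cells counted in the well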;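 also: U2OS osteosarcoma cells stably expressing GPR55 and beta-arrestin-GFP; plate controls were DMSO negative control for no effect and LPI positive control for full effect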
T cell HTS vesicle-bound %: recorded beside T cell HTS, whose call it bears; double positive events, %; measured here: CD8+ vesicle-bound cell fraction;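 binding gate set so that unloaded-vesicle control wells show 10% double positive cells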
NTR1 agonist cell count 20 µM: also measured in NTR1 agonist; calls as there; cell count; measured here: cell count, cytotoxicity flag
Myeloid diff 2 GFP+ MAC1+ %: recorded beside Myeloid diff 2, whose call it bears; GFP+ MAC1+ double positive, %; measured here: differentiation confirmed by MAC1 staining
Numbers without * were called inactive; i = inactive; . = no result given; + = active, no number; [ ] = remark or other dose. Rule as the data show it, unless noted: active = inhibition above about 50%; inactive = the rest.

SMILES	NTR1 agonist	NTR1 agonist cell count 20 µM	HEK293 NOD2/NF-kB	T cell HTS	T cell HTS vesicle-bound %	GPR55 antagonists	KOR beta-arrestin-1	KOR beta-arrestin-2	Myeloid diff 2	Myeloid diff 2 GFP+ MAC1+ %	NOD1 NF-kB reporter	GPR55 activation
Cc1ccc(S(=O)(=O)NC(=NC(Cc2ccccc2)C(=O)O)c2ccccc2)cc1 (configuration not stated)	0.5	37	4%	i	31	6%	8%	-1.9%	i	1.7	-24%	-0.1%
COc1ccc2nc(NC3=NC(C(=O)Nc4ccc(C)cc4)CC(=O)N3)nc(C)c2c1 (configuration not stated)	1.4	57	12%	i	47	14%	1%	-0.9%	.	.	-13%	0.3%
CC(C)NC(=O)C1CCCN(S(C)(=O)=O)C1 (configuration not stated)	-1.1	55	7%	i	26	3%	4%	-1.6%	i	10	-8%	-0.3%
COc1ccc(CCNC(=O)c2c(C)nc3ccccn23)cc1	-1.5	52	3%	i	25	-8%	-7%	-4.4%	i	0.1	-25%	0.5%
O=C(CSc1cn(CC(=O)N2CCCC2)c2ccccc12)NCC1CCCO1 (configuration not stated)	-0.4	45	-15%	i	26	8%	-18%	0.2%	i	0.6	-11%	-0.4%
Cc1csc2c(SCC(=O)NNC(=O)C(Cl)Cl)ncnc12	1.3	49	4%	i	44	8%	29%	-1.1%	i	0.6	0%	0.2%
CCOn1c(=O)c(-c2cc3ccccc3o2)[n+]([O-])c2ccccc21	6.6	67	-56%	i	58	6%	18%	-5.3%	i	0.7	-46%	-0.1%
CCC1CN(C(=O)NCc2ccc(F)cc2)c2cc(C)ccc2O1 (configuration not stated)	1.8	81	10%	i	33	5%	-11%	-8.2%	i	0.6	-8%	-0.3%
Cc1ccc(S(=O)(=O)c2nc(C(C)(C)C)oc2N2CCOCC2)cc1	0.4	59	-7%	i	21	-15%	11%	0.3%	i	1.5	-10%	0.2%
COc1ccc(-c2nc(SC(CC(=O)NCCN3CCOCC3)c3cccs3)n[nH]2)cc1 (configuration not stated)	-1.6	66	10%	i	56	2%	-15%	-3.8%	i	1.0	-7%	0.7%
O=C(CSc1nc(Cc2ccccc2)nc2ccccc12)c1ccc2c(c1)OCCO2	4.6	43	-1%	i	8	-2%	10%	4.1%	i	0.1	-8%	0.4%
COc1ccc(-n2nnnc2SCC(=O)c2ccc3c(c2)OCCO3)c(OC)c1	2.0	43	18%	i	14	9%	-16%	8.6%	.	.	-5%	0.0%
COC(=O)C1C(c2ccc(OC)cc2)Nc2nnc(C(F)(F)F)n2C1(C)O (configuration not stated)	1.3	49	0%	i	35	8%	-11%	0.1%	i	1.0	-25%	0.1%
COc1ccccc1NC(=O)c1cc(N2C(=O)C3C4CCC(C4)C3C2=O)ccc1Cl (configuration not stated)	0.1	61	19%	i	16	6%	-64%	0.6%	i	2.3	-9%	-0.2%
Cc1cc(S(=O)(=O)N2CCCC(C(=O)Nc3ccc(C(=O)O)cc3)C2)ccc1Cl (configuration not stated)	0.2	50	-4%	i	56	4%	12%[20 µM]	-7.4%	i	0.3	-18%	0.3%
COc1ccc(C(=O)/C=C/c2cccs2)c(OC(=O)N2CCOCC2)c1	-0.9	74	-20%	i	61	4%	22%	-2.1%	i	0.4	-6%	-0.5%
CC1CCN(CC(=O)N2c3ccccc3CC2C)CC1 (configuration not stated)	-1.1	70	-6%	i	45	-1%	-48%	1.6%	i	0.4	-35%	0.0%
CCOC(=O)NC1=NCC(C)S1 (configuration not stated)	-0.5	65	14%	i	19	16%	14%	0.4%	i	0.7	4%	0.4%
CCOC(=O)N1CCN(C(=O)CN2C(=O)NC(c3ccccc3)(c3ccccc3)C2=O)CC1	-1.6	38	-3%	i	33	1%	-11%	3.8%	i	3.9	12%	-0.2%
CC1(C)Cc2c(c(-c3ccccc3)nc(N3CCOCC3)c2C(N)=O)CO1	-1.0	49	-7%	i	24	-9%	-17%	-3.5%	.	.	-2%	-0.2%
O=c1c2ccccc2nc2n1C(CSc1ccc(Br)cc1)CN2 (configuration not stated)	1.8	61	-10%	i	25	4%	-38%	3.5%	i	0.6	3%	-0.1%
CC(C)CCC(CCNCc1ccccn1)c1ccc2c(c1)OCO2 (configuration not stated)	-0.3	91	5%	i	68	10%	20%	-4.2%	+	16*	-14%	0.3%
Cc1cccc(-n2ncc3c2CCCC3NC(=O)CCN2Cc3ccccc3C2=O)c1C (configuration not stated)	-0.6	59	7%	i	28	20%	37%	-3.3%	i	3.2	39%	-0.1%
Cc1c(Cl)cccc1NC(=S)NCC(c1cccnc1)N(C)C (configuration not stated)	-0.2	81	-8%	i	60	-2%	-15%	48%	i	0.5	-48%	0.2%
CCOc1ccccc1Nc1nc2ccccc2[nH]1	-1.3	95	-13%	i	22	16%	4%	-2.4%	i	1.6	-35%	0.2%
CCOC(=O)c1cnn(CCOC(=O)c2cccc(F)c2)c1NC(=O)c1cccc(F)c1	2.7	62	3%	i	36	0%	1%	0.7%	i	0.4	5%	-0.4%
Cc1ccccc1C(=O)c1ccc2c(c1)n(C)c(=O)n2C	1.2	55	1%	i	23	-3%	4%	6.9%	i	15	8%	-0.1%
Cc1cc(Cl)ccc1OCc1n[nH]c(=S)n1C1CCCCC1	13	58	18%	i	56	1%	-10%	-0.7%	i	0.8	-10%	-0.3%
CCSCC1COC(c2cccn2Cc2ccc(C)cc2)=N1 (configuration not stated)	1.6	53	0%	i	32	-2%	3%	2.7%	i	2.8	5%	-0.1%
Cc1cc(OCCCC(=O)NNC(=O)c2ccncc2)ccc1Cl	0.2	71	13%	i	13	17%	7%	4.5%	i	0.4	-22%	0.2%
Cc1cccc(N2C(=O)/C(=C\c3ccc(OC(F)F)cc3)c3ccccc3C2=O)c1	0.4	40	-13%	i	38	1%	-15%	-0.8%	i	0.5	-12%	-0.1%
CCOc1ccc(/C=N/NC(=S)NC2CC3CC2C2C=CCC32)cc1 (configuration not stated)	7.1	36	-20%	i	21	7%	0%	-3.5%	i	1.3	-4%	0.2%
CN(C)CCCNC(=O)c1ccc2[nH]c3ccccc3c2c1	0.8	90	6%	i	28	1%	3%	4.8%	i	1.5	12%	0.3%
O=C(CCC(=O)N/N=C/c1cc(Cl)cc(Cl)c1O)NCc1ccccc1	-0.8	39	19%	i	34	-6%	-9%[20 µM]	3.8%	i	0.2	5%	-0.1%
Clc1ccc(C2=Nn3c(nnc3-c3n[nH]c4c3CCC4)SC2)cc1Cl	16	83	0%	i	10	47%	27%	-6.2%	i	2.0	-30%	0.6%
Cc1cc(/C=C(\C#N)C(=O)OCC(=O)NC(=O)NC(C)(C)C)c(C)n1CCC(C)C	2.4	64	7%	i	18	-10%	5%	-3.4%	i	0.6	5%	0.2%
Nc1nnnn1CC(=O)N/N=C/C=C/c1ccccc1	-0.5	42	16%	i	28	1%	34%	-3.2%	i	0.4	0%	-0.2%
COC(=O)[C@H](CCSC)NC(=O)NCCc1ccccc1F	0.1	58	4%	i	16	0%	-18%	-0.3%	i	7.8	18%	0.0%
COc1ccc2nc(C(C)O)[nH]c2c1 (configuration not stated)	-0.2	82	5%	i	50	3%	11%	2.3%	i	0.8	-24%	-0.3%
O=C(NN=C1C2CC3CC(C2)CC1C3)c1cccc(S(=O)(=O)N2CCOCC2)c1	1.3	48	20%	i	45	2%	15%	-1.2%	i	1.1	-5%	-0.2%

2 entries from above, in CSV form.
molecule,NTR1 agonist,NTR1 agonist cell count 20 µM,HEK293 NOD2/NF-kB,T cell HTS,T cell HTS vesicle-bound %,GPR55 antagonists,KOR beta-arrestin-1,KOR beta-arrestin-2,Myeloid diff 2,Myeloid diff 2 GFP+ MAC1+ %,NOD1 NF-kB reporter,GPR55 activation
O=C(CCC(=O)N/N=C/c1cc(Cl)cc(Cl)c1O)NCc1ccccc1,-0.8,39,19%,i,34,-6%,-9%[20 µM],3.8%,i,0.2,5%,-0.1%
COc1ccc(-n2nnnc2SCC(=O)c2ccc3c(c2)OCCO3)c(OC)c1,2.0,43,18%,i,14,9%,-16%,8.6%,.,.,-5%,0.0%

Next section
SMILES	NTR1 agonist	NTR1 agonist cell count 20 µM	HEK293 NOD2/NF-kB	T cell HTS	T cell HTS vesicle-bound %	GPR55 antagonists	KOR beta-arrestin-1	KOR beta-arrestin-2	Myeloid diff 2	Myeloid diff 2 GFP+ MAC1+ %	NOD1 NF-kB reporter	GPR55 activation
c1ccc(N2CCOCCOCCOCCOCC2)cc1	0.8	48	23%	i	45	7%	7%	0.1%	i	0.3	-6%	-0.1%
COC(=O)c1[nH]c2ccccc2c1NC(=O)CCN1CCSCC1	-1.6	93	19%	i	44	9%	19%	3.2%	i	0.6	6%	-0.2%
Cc1c(C)c2ccc(OCC(=O)N3CC[C@@]4(O)CCCC[C@H]4C3)c(C)c2oc1=O	0.4	94	-1%	i	6	10%	-17%[20 µM]	-9.1%	i	2.9	-8%	0.5%
Cc1ccc(NC(=O)COC(=O)/C=C/c2c(C)nn(-c3ccc(F)cc3)c2Cl)cc1F	3.1	62	-1%	i	51	8%	-26%	9.9%	i	0.3	-20%	0.3%
CCOc1cc(C(=O)OCC(=O)c2c(C)[nH]c3ccccc23)ccc1OCC(=O)N1CCOCC1	-0.3	75	-7%	i	40	5%	1%	10%	i	2.5	1%	0.0%
CC(SCC(=O)NC12CC3CC(CC(C3)C1)C2)C(=O)O (configuration not stated)	-0.1	44	11%	i	49	12%	-29%	14%	i	2.3	-26%	0.5%
CC(=O)c1ccccc1Oc1ncnc(N)c1[N+](=O)[O-]	0.4	86	-12%	i	36	-4%	5%	-2.5%	i	0.7	-10%	0.6%
CCn1c(C)nc2cc(C(=O)N/N=C/c3ccccc3C)ccc21	0.4	58	-67%	i	58	-25%	-3%	-1.8%	i	0.2	-58%	0.6%
COC(=O)CCN(C(=O)c1ccc(Cl)c([N+](=O)[O-])c1)c1ccccn1	0.0	56	3%	i	50	3%	-1%	3.0%	i	0.1	0%	-0.1%
O=C(COc1ccc(F)cc1F)Nc1cccnc1	-0.2	63	-9%	i	10	-4%	-8%	12%	i	0.0	-30%	-0.1%
O=C(c1ccc(Cl)nc1)N1CCC(Cc2ccccc2)CC1	2.0	61	-11%	i	25	-12%	-9%	2.1%	i	0.1	6%	-0.1%
Cc1c(C)c(C)c(CN2CCCC2)c(C)c1C	0.4	56	12%	i	24	-5%	-50%	6.5%	i	0.7	0%	-0.1%

These rows are one share of the data (hit frequency here may not be typical).
